# HepG2 viability = HepG2 cytotoxicity, counter-screen for TGF-b inhibitors. HepG2 CAGA-GFP viability, ATP luminescence, 18 h. Potency, µM (top dose mostly 46.1 µM), without a hit: at the top dose activity change, negative = cytotoxicity, most hits filed as cytotoxic. 410,000 compounds, 0.76% hits. AID 588856; note: potency is the fitted concentration of half-maximal effect; some results filed as inactive show a strong effect at the top dose
#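 CellTiter-Glo luminescence gave cytotoxicity after 18 hours at 37 degrees C. The cells were HepG2 CAGA-GFP in 1% FBS DMEM, stimulated with 500 pg/mL TGF-beta after compound addition. %Activity was normalised to no-cell wells (complete cell-killing) and DMSO (no toxicity), and curves were fitted and classified.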
# A549 tox = counter-screen for Nrf2 inhibitors: cytotoxicity in A549 cells; Potency, µM (top dose mostly 46 µM), for inactives: at the top dose activity change, negative = cytotoxicity, usual class: inhibitors; 390,000 compounds, 0.16% hits; A549 ARE-Fluc cells, CellTiter-Fluor viability, 18-24 h; AID 504648; note: potency is the fitted concentration of half-maximal effect; % is set by controls: 0 for no effect and ±100 for the full control effect
#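 Cytotoxicity counterscreen: CellTiter-Fluor fluorescence was measured in A549 ARE_Fluc cells after 18-24 h of compound exposure in a concentration series. The subsequent BugLite luminescent read reports ARE-luciferase activity.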
# TGFb inhibitor = blocks TGF-b signaling | HepG2 CAGA-GFP TGF-b/SMAD3 reporter, GFP fluorescence, 18 h; TGF-beta stimulated, 500 pg/mL final | Potency, µM (series often up to 46.1 µM), without a hit: at the top dose activity, negative = inhibition, most hits filed as inhibitors | 410,000 compounds, 1.2% hits | AID 588855; note: potency is the fitted concentration of half-maximal effect; % is set by controls: 0 for no effect and ±100 for the full control effect; nearly all actives have a fitted effect of over 65% in size
#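 TGF-beta reporter screen: HEPG2 CAGA-GFP, 1% FBS, 500 pg/mL TGF-beta final, 18 h; per-cell GFP summed per well; curves fitted and categorized by class.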
# Nrf2 activator = activates Nrf2 signaling. 410,000 compounds, 0.31% hits. AREc32 ARE-luciferase reporter (MCF7-derived line), luminescence, 24 h. Potency, µM (top dose mostly 46.1 µM), inactives show top-dose activation, hits mostly activators; note: potency is the fitted concentration of half-maximal effect; % of control where 0% means no effect; nearly all actives have a fitted effect of over 65% in size
#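 Each well held 1000 AREc32 cells, which were incubated with compound for 24 hr at 37 deg C after overnight attachment, and ARE reporter activity was quantified by firefly luciferase luminescence.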
# IL2 activator = activates IL-2 in a cell-based reporter assay; IL-2 activation reporter assay, cell-based qHTS; stimulated with anti-CD3/CD4/CD28 beads; in transgenic mouse T cells; activation, % (series mostly up to about 46 µM); 360,000 compounds, 0.065% hits; AID 652025; in the data active = activation above about 50%; inconclusive = mostly about 30% to 49%; note: 0% is about no effect
#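 First, unstimulated transgenic mouse T cells were exposed to compound for 60 min. Next, anti-CD3/anti-CD4-coated beads with anti-CD28 were added. Finally, after 18 h at 37 degrees C, EGFP and DsRed were imaged.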
# Nrf2 block = blocks Nrf2 signaling | AID 504444 | Potency, µM (top dose mostly 46 µM), for inactives: at the highest dose activity change, negative = inhibition, most hits filed as inhibitors | A549 ARE-Fluc reporter, luciferase luminescence, 18-24 h | 360,000 compounds, 2.1% hits; note: potency is the fitted concentration of half-maximal effect; % is set by controls: 0 for no effect and ±100 for the full control effect; nearly all actives have a fitted effect of over 60% in size
#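 Concentration-response testing used A549 ARE_Fluc cells at 5000 cells/well. Following an 18-24 h compound incubation, viability was read by fluorescence (Ex 405/Em 525) and luciferase output by luminescence.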
# EPAC2 agonist = agonists of human EPAC2 (RAPGEF4); EPAC2 activation, biochemical qHTS; response scale: 100% = 6.5 mM cAMP response; 360,000 compounds, 0.079% hits; AID 720711; Potency, µM (series often up to 154 µM), without a hit: at the highest dose activation, hits mostly activators; note: potency is the fitted concentration of half-maximal effect; nearly all actives have a fitted effect of over 50% in size
# Target sequence (Q8WZA2 whole entry, looked up): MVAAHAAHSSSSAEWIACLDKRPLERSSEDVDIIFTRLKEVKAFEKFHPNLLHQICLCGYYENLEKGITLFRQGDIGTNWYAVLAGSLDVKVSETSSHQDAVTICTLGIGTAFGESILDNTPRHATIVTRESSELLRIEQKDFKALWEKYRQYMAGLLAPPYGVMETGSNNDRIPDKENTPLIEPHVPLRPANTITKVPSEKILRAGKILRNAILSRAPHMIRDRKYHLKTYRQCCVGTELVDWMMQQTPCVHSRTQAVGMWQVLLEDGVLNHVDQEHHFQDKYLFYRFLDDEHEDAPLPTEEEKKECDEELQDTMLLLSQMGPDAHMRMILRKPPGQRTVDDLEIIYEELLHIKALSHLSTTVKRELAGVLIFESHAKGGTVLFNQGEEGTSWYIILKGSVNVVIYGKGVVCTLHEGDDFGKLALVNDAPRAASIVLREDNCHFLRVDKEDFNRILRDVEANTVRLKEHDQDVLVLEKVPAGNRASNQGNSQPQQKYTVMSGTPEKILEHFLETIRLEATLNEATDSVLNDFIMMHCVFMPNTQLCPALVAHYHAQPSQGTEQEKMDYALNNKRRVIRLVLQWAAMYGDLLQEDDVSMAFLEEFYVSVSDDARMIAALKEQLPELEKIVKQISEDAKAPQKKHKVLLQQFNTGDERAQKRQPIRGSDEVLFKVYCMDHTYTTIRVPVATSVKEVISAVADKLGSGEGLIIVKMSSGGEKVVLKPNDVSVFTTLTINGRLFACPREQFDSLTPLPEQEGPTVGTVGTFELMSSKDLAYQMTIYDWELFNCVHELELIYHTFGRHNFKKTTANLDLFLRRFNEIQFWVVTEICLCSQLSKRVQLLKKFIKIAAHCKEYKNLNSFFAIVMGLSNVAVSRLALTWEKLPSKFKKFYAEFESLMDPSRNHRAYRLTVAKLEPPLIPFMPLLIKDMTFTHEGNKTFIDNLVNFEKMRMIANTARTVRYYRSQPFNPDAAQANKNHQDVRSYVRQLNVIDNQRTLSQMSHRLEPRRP
#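 Each well held 100 nM EPAC2, 250 nM RAP1B-BODIPY-GDP and 50 uM GDP. Fluorescence, read at 5-min intervals to 30 min, was referenced to a 6.5 mM cAMP positive control.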
# ATXN2 expr inh = inhibitors of ATXN2 expression; HEK-293 ATXN2-luciferase reporter, luminescence, 24 h; Potency, µM (doses to about 57 µM), inactives show at the top dose activity change, negative = inhibition, usual class: inhibitors; 360,000 compounds, 0.72% hits; AID 1745845; note: potency is the fitted concentration of half-maximal effect; % is set by controls: 0 for no effect and ±100 for the full control effect; nearly all actives have a fitted effect of over 55% in size
#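 ATXN2-luciferase reporter cells (luciferase flanked by upstream and downstream ATXN2 gene portions) were treated 24 h at 37 °C with compounds at up to 57 uM. SteadyGlo luminescence gave expression; GF-AFC fluorescence gave viability.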
# ATXN viability = viability counter-screen for ATXN expression inhibitors; S2 cells (HEK-293 line with an ATXN2-luciferase reporter) viability, CellTiter-Fluor protease fluorescence, 24 h; Potency, µM (top dose mostly 56.7 µM), hits mostly cytotoxic; 400,000 compounds, 0.49% hits; AID 651635; note: potency is the fitted concentration of half-maximal effect; nearly all actives have a fitted effect of over 40% in size
# Active calls of the source: *; i = inactive; ? = inconclusive; / = not tested or not shown; [ ] = another dose, or the depositor's remark. Unless noted, calls come from the whole dose curve; as a rule, active = well fitted curve in the direction sought with a large enough effect; inconclusive = small, poorly fitted or top-dose-only effect, or another doubt; inactive = no such curve, though single readings can be large; an effect the other way counts as inactive or inconclusive.
SMILES,HepG2 viability,A549 tox,TGFb inhibitor,Nrf2 activator,IL2 activator,Nrf2 block,EPAC2 agonist,ATXN2 expr inh,ATXN viability
Cc1ccccc1NC(=O)/C(C#N)=C/c1ccc(-c2ccc(Cl)c(C(=O)O)c2)o1,-6.9%,?,-7.1%,2.4%,-0.9,?,0.1%,-17.1%[2.22 µM],?
CC(=O)c1ccc(N2CCN(C3CCC(C(C)(C)C)CC3)CC2)cc1 (centres undefined),6.2%,0.1%,-7.6%,-0.7%,-0.1,1.3%,0.3%,1.7%,i
O=C(NC1CC(=O)N(c2ccc(Cl)cc2)C1)c1cc2ccccc2o1 (centres undefined),9.5%,4.1%,-1.0%,0.3%,/,/,/,/,/
Cc1noc(C)c1S(=O)(=O)N1CCC(C(=O)N2CCN(c3ccccc3Cl)CC2)CC1,-23.7%,4.5%,-0.5%,0.6%,4.3,6.2%,-7.2%,-12.2%,i
Cc1ccn(-c2ccc(NC(=O)c3cccs3)cc2)n1,-49.1%,3.2%,-3.2%,-0.4%,1.3,?,0.4%,15.6%,i
Oc1ccc(-c2nc(-c3ccccc3)c(-c3ccc(Br)cc3)[nH]2)cc1,-110.9%,-6.7%,?,-5.6%,/,-23.2%,/,?,?
O=S(=O)(c1ccccc1)n1cc(-c2cccc3nccn23)c2ccccc21,-63.9%,/,?,6.4%,-0.9,/,16.7%,-38.2%,?
COc1ccccc1N1CCN(S(=O)(=O)c2cc(-c3cc(C)no3)ccc2C)CC1,16.3%,0.1%,-3.6%,0.0%,/,?,/,/,/
[O-]/C(=C(\C(=S)Nc1ccccc1F)[n+]1ccccc1)c1ccc(-c2ccccc2)cc1,-6.9%,1.7%,?,3.1%,1.5,1.0%,-9.5%,-0.1%,i
CC1N(C(=O)N(C)C)CCN1S(=O)(=O)c1ccccc1 (centres undefined),11.4%,-1.0%,-2.1%,-0.3%,-0.6,?,6.0%,-0.4%,i
COC(=O)c1sccc1S(=O)(=O)N(CC(=O)NCc1ccc(F)cc1)c1ccc(Cl)cc1,-4.1%,10.4%,?,-0.3%,/,29.4%,/,-2.4%,?
O=C1/C(=C/c2ccc(F)c(F)c2)CSc2sccc21,-5.5%,10.0%,14.8%,3.6%,0.8,/,6.6%,10.7%,i
Cc1ccc(-c2cc(C(=O)N/N=C/C=C/c3ccccc3)n[nH]2)o1,-33.0%,-1.6%,-9.4%,1.8%,-0.4,-12.4%,-2.2%,-1.6%,i
Cc1ccc(NC(=O)CN2C(=O)N/C(=C/c3cc(C)n(-c4ccc(C(=O)O)cc4)c3C)C2=O)cc1,2.9%,-3.4%,0.7%,-0.5%,-0.8,21.4%,-7.4%,-0.1%[11.3 µM],i
CCN1CCN(C(=O)NC(c2ccc(C)c(F)c2)C(Cl)Cl)CC1 (centres undefined),4.5%,5.3%,11.5%,2.6%,-0.8,-14.3%,8.7%,-8.3%,i
OCC1(Cc2ccccc2)CCN(Cc2cnn(-c3ccccc3F)c2)CC1,-1.3%,-1.7%,-10.1%,-0.6%,1.9,4.7%,-0.5%,5.6%,i
O=C(Nc1nnc(C23CC4CC(CC(C4)C2)C3)s1)c1ccc(N2C(=O)CCC2=O)cc1,0.0%,9.1%,-8.2%,0.4%,-2.6,12.3%,11.5%,-2.5%,i
CCOc1ccc(N(C)S(=O)(=O)c2ccc(C)c(C(=O)OCC(=O)c3c[nH]c4ccccc34)c2)cc1,-9.5%,3.4%,-0.9%,-0.1%,0.8,?,-4.6%,27.4%[11.3 µM],i
CCOC(=O)c1c(NC(=O)CCl)sc(CN(C)C)c1-c1ccccc1,-45.6%,-0.5%,?,?,0.0,-0.6%,13.1%,?,/
Cc1cc(NS(=O)(=O)c2ccc(NC(=O)C(c3ccccc3)c3ccccc3)cc2)no1,-21.0%,-8.1%,-15.5%,-0.3%,-0.4,/,-5.7%,1.3%,i
COc1ccc(C2=NN(C(=O)c3ccccc3)C(c3ccc(OC)c(OC)c3)C2)c(O)c1 (centres undefined),-35.8%,0.3%,5.5%,-1.1%,-5.4,4.0%,22.2%,-17.6%,/
C[C@]12C=CC(=O)C=C1CCC1C2CC[C@@]2(C)C1CCC21OCCO1 (some centres undefined),-3.8%,3.2%,-7.3%,6.2%,-0.6,-13.1%,4.8%,-5.7%,i
NC(=O)COc1ccc(NC(=O)OCc2ccccc2)cc1,0.3%,1.6%,6.0%,-0.3%,0.2,23.6%,1.6%,22.5%,i
CCN(c1ccccc1)S(=O)(=O)c1ccc(C(=O)Nc2cccc(NC(C)=O)c2)cc1,-19.6%,-3.3%,-11.2%,-0.6%,0.3,?,17.5%,5.9%,?
CCCCN1Cc2ccccc2Oc2cc(Br)ccc2S1(=O)=O,-29.7%,?,?,4.4%,-0.4,?,9.8%,-2.0%,i
CCN1C(=O)N[C@@H](c2ccccc2)[C@H](C(C)=O)[C@H]1C,1.0%,-0.2%,1.4%,2.8%,0.9,-1.8%,-0.6%,8.1%,i
COCCn1c(SCC(=O)Nc2ccc(OC)c(S(N)(=O)=O)c2)nc2ccccc2c1=O,4.4%,-11.2%,1.0%,-0.4%,-2.1,?,3.2%,3.5%,i
CCOC(=O)N1CCN(S(=O)(=O)c2c[nH]c(C(=O)OC)c2)CC1,-2.5%,11.8%,8.3%,-1.0%,-1.9,-10.3%,-2.2%,3.5%,i
CC1(C)CC(=O)C(C=NCCN2CCN(C3CC(=O)N(c4ccc(Cl)c(Cl)c4)C3=O)CC2)=C(O)C1 (centres undefined),-1.3%,-1.1%,11.2%,1.2%,1.0,-4.5%,8.7%,0.7%,i
Cn1nnc2c(NCCc3ccccc3)ncnc21,-30.2%,-1.3%,-8.5%,4.6%,/,/,/,/,/
CC1CN(C(C)C)C(=S)N(c2ccccc2)C1=O (centres undefined),2.7%,1.2%,13.2%,-0.2%,0.0,-5.3%,2.3%,-3.4%,i
CCOc1ccc2c(c1)nc(SCC(=O)c1ccc(Br)s1)n2C,-7.9%,-16.6%,4.6%,4.4%,-1.6,/,10.0%,-9.6%,i
NS(=O)(=O)c1ccc(NC(=O)c2ccc(CSc3ccccc3)o2)cc1,-6.4%,0.2%,0.0%,-0.1%,0.8,-4.0%,8.1%,2.6%,i
O=C(Nc1ccc2c(c1)OCCO2)C1c2ccccc2OCC(=O)N1CC(F)(F)F (centres undefined),/,/,/,0.8%,-0.8,/,7.6%,17.0%,i
CCN(CC)CCCNc1nc2cc(OC)c(OC)cc2c2nc(-c3ccccc3)nn12,-90.3%,-11.2%,?,23.1%,-3.4,2.9%,-2.1%,-12.2%,i
Cc1ccc(C)c(-n2c(SCC(=O)N3CCC(C(=O)O)CC3)nnc2-c2cccc(Cl)c2)c1,-4.6%,-1.7%,?,-0.2%,-0.8,4.3%,3.4%,/,i
Cn1nnnc1SCC(=O)Nc1ccc(S(=O)(=O)N2CCOCC2)cc1,1.4%,5.8%,4.5%,-0.7%,0.5,-3.2%,-0.6%,1.7%,i
CCCCNC(=O)COC(=O)c1ccccc1F,5.6%,-6.7%,-0.9%,-0.7%,2.9,6.3%,8.2%,1.2%,i
COc1ccc2nc(SCC(=O)Nc3cc(C)on3)[nH]c2c1,-20.9%,-18.9%,11.9%,-0.3%,0.6,?,3.5%,7.3%,i
CCCCCN(C(=O)CCC(=O)OC(C)C(=O)c1ccccc1)c1c(N)n(CCCC)c(=O)[nH]c1=O (centres undefined),-30.3%,-0.6%,12.9%,0.3%,-1.6,3.5%,-0.4%,-2.0%,i
Cn1c(CSc2ncccn2)nnc1SCC(=O)N1CCCc2ccccc21,3.0%,-2.2%,-4.2%,-0.3%,-1.6,/,-3.0%,-12.9%,i
COc1ccc2c(c1OC)C(=O)OC2Nc1nc(-c2cc3cc(Br)ccc3oc2=O)cs1 (centres undefined),-32.9%,2.8%,-14.6%,11.0%,0.8,?,-1.8%,60.9%[activator],i
COC(=O)c1ccc(COC(=O)C(CCSC)NC(=O)COc2ccccc2)cc1 (centres undefined),12.6%,-0.8%,-6.9%,0.2%,-4.8,-6.1%,4.6%,-11.3%,i
COCCCNC(=O)CC1C[C@H](C(=O)N2CCCCC2)[C@@]2(C)c3[nH]c4ccccc4c3CCN2C1=O (some centres undefined),-0.8%,-1.3%,11.9%,-0.5%,0.4,-2.9%,9.3%,7.8%,i
COc1cc(-c2ccc3oc(-c4cccc(C)c4)c(C#CC4(O)CCCCC4)c3c2)cc(OC)c1OC,-15.4%,-13.9%,?,0.2%,0.1,-29.3%,10.5%,-19.1%,i
N#Cc1ccc(NCC(=O)N2CCN(S(=O)(=O)c3ccccc3)CC2)cc1,8.3%,5.7%,4.1%,2.1%,1.0,8.0%,3.5%,-3.7%,i
CCn1c(C)nc2cc(C(=O)NNS(=O)(=O)c3ccccc3F)ccc21,9.1%,-3.3%,0.0%,-0.4%,0.1,21.2%,-3.7%,12.3%,?
CC(=O)/C(=N/Nc1ccccc1)Sc1nnc(CCc2ccccc2)n1-c1ccccc1,-1.9%,-1.1%,-29.4%,3.6%,-4.0,-9.0%,-1.0%,-22.5%[11.3 µM],i

# Some of the entries above in another layout:
# The line under a structure holds: HepG2 viability | A549 tox | TGFb inhibitor | Nrf2 activator | IL2 activator | Nrf2 block | EPAC2 agonist | ATXN2 expr inh | ATXN viability
CCOc1ccc2c(c1)nc(SCC(=O)c1ccc(Br)s1)n2C
 : -7.9% | -16.6% | 4.6% | 4.4% | -1.6 | / | 10.0% | -9.6% | i
NS(=O)(=O)c1ccc(NC(=O)c2ccc(CSc3ccccc3)o2)cc1
 : -6.4% | 0.2% | 0.0% | -0.1% | 0.8 | -4.0% | 8.1% | 2.6% | i
O=C(Nc1ccc2c(c1)OCCO2)C1c2ccccc2OCC(=O)N1CC(F)(F)F (centres undefined)
 : / | / | / | 0.8% | -0.8 | / | 7.6% | 17.0% | i

# Source: PubChem
